# Source: PubChem
# Tau filament bind – binds recombinant human tau filaments. recombinant tau filaments, thioflavin S fluorescence, 15 h; filaments grown with octadecylsulfate alongside compound. Potency, µM (series often up to 57.1 µM), for inactives: top-dose activity change, negative = inhibition. P10636. 2% of 71,000 active. AID 596;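 also: potency is read from the fitted curve at half-maximal effect; % is scaled to controls: 0 for no effect and ±100 for the full control effect; actives lower thioflavin S fluorescence by blocking filaments or displacing dye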
#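 Assay mix: 1 uM His-tagged tau, 30 uM sodium octadecylsulfate, thioflavine S dye in HEPES/NaCl/DTT buffer. Compound is added prior to the inducer. Fluorescence after 15 h at 37 C.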
# BRCT PPI green – inhibitors of human BRCA1 BRCT-phosphoprotein interaction (green fluorophore); P38398; BRCA1 BRCT-phosphopeptide binding, green fluorescence polarization; Potency, µM (titrated, usually from 76.9 µM), for the others: at the highest dose activity change, negative = inhibition, hits mostly inhibitors; 0.05% of 75,000 active; AID 875;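 also: potency is read from the fitted curve at half-maximal effect; plate controls were peptide without protein for full effect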
#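 Compounds were incubated for 12 min at room temperature with a complex of 100 nM fluorescein-tagged pBACH1 decapeptide and 250 nM His-tagged BRCT protein. Buffer was phosphate pH 7.3 with EDTA, DTT and Tween 20. Disruption of binding lowers the polarization signal.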
# Caspase-7 inhib – blocks human caspase-7 allosterically or competitively | P55210 | recombinant caspase-7, Ac-DEVD-AFC fluorescence rate | Potency, µM (titrated, usually from 57.5 µM), for inactives: at the highest dose activity change, negative = inhibition, hits mostly inhibitors | 0.02% of 75,000 active; active = well fitted inhibition curve with a large enough effect in the main read-out, with a control signal flat, not every such curve was filed as active; inconclusive = small, poorly fitted or top-dose-only effect, or a change in a side signal; also: potency is read from the fitted curve at half-maximal effect; % of control where 0% means no effect
# ALOX15 inhib – 15-hLO (ALOX15) enzyme inhibition. 1.4% of 74,000 active. purified 15hLO-1, xylenol orange hydroperoxide absorbance. P16050. Potency, µM (titrated, usually from 57.1 µM), without a hit: top-dose activity change, negative = inhibition, actives largely listed as inhibitors; also: potency is read from the fitted curve at half-maximal effect; % is scaled to controls: 0 for no effect and ±100 for the full control effect; nearly all actives have a fitted effect of over 55% in size
# Target sequence (P16050 whole entry, looked up): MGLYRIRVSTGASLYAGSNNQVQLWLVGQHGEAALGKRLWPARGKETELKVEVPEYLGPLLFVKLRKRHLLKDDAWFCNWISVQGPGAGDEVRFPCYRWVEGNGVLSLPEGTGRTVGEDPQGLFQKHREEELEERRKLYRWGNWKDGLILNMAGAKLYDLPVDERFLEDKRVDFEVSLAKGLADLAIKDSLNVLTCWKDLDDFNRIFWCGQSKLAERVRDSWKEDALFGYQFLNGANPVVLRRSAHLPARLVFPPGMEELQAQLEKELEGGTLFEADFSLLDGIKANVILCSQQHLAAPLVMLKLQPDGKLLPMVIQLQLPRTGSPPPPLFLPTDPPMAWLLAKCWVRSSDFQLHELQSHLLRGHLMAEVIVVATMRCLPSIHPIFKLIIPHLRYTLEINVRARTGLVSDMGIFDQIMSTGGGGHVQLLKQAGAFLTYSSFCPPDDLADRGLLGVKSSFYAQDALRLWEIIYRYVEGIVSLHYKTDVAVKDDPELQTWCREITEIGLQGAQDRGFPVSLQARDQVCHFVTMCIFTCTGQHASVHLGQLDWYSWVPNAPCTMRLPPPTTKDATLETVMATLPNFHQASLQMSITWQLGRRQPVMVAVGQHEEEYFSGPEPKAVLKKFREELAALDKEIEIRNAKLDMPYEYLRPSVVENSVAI
#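 Hydroperoxide formed from arachidonic acid (50 uM) by purified human 15hLO-1 (40 nM) oxidizes ferrous iron, and the ferric-xylenol orange complex is read at 573 versus 405 nm. Compounds were preincubated 15 min; reaction ran 6 min at room temperature.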
# DNA Pol III inh – blocks replication by bacterial DNA polymerase III holoenzyme; reconstituted DNA polymerase III holoenzyme replication, biochemical; Potency, µM (top dose mostly 57.1 µM), for inactives: at the top dose activity change, negative = inhibition; 0.25% of 71,000 active; also: potency is read from the fitted curve at half-maximal effect; % is scaled to controls: 0 for no effect and ±100 for the full control effect
#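 Reconstituted *E. coli* holoenzyme (0.35 nM Pol III, 1 nM beta, 154 nM SSB, 2 nM primase) was preincubated with compound for 15 min at RT. Synthesis on 1.4 nM ssM13Gori ran 35 min, then was stopped with PicoGreen/EDTA and read as dsDNA fluorescence.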
# Rhodamine fluor – compound fluoresces in the rhodamine spectral region; Rhodamine-region fluorescence, 547/598 nm, Tris buffer; stronger effect = higher value; max dye-equivalent concentration, M; 0.05% of 59,000 active; AID 594; in the data active = max dye-equivalent concentration above about 11 nM; inconclusive = between about 1.1 nM and that limit
#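 Intensities are converted to rhodamine-equivalent concentration using a six-point rhodamine standard on each plate. Compounds sit 15 min at room temperature in 100 mM Tris buffer, pH 8.0; read uses the 547/598 nm excitation/emission pair.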
# HADH2 inhib – blocks human hydroxyacyl-CoA dehydrogenase type II; 3.4% of 73,000 active; Q99714; recombinant HADH2, NADH fluorescence, beta-hydroxybutyryl-CoA; Potency, µM (top dose mostly 57.1 µM), without a hit: top-dose activity change, negative = inhibition, usual class: inhibitors; AID 886; also: potency is read from the fitted curve at half-maximal effect; % is scaled to controls: 0 for no effect and ±100 for the full control effect; nearly all actives have a fitted effect of over 60% in size; many of its hits are not listed in these tables
# Target sequence (Q99714 whole entry, looked up, one chain of several): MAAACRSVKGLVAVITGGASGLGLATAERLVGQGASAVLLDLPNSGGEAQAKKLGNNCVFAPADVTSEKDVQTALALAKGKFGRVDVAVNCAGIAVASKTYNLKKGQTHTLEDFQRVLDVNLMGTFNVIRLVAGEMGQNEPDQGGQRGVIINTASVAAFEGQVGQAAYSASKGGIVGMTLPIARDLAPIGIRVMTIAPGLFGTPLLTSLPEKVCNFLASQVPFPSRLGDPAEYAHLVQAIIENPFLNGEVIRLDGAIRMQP
#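 E. coli-expressed His-tagged HADH2 tested at 20 nM in alkaline Tris buffer (pH 9.0); oxidation of 90 uM beta-hydroxybutyryl-CoA with 1 mM NAD+ tracked fluorimetrically for 4 min.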
# HEK293 cAMP ctrl – raises cAMP in parental HEK293 cells, TSHR agonist counter-screen; parental HEK293 CNG cAMP sensor, membrane potential fluorescence; Potency, µM (series often up to 57.1 µM), inactives show at the highest dose activation, most hits filed as activators; 2.5% of 73,000 active; AID 938; also: potency is read from the fitted curve at half-maximal effect; % of control where 0% means no effect; nearly all actives have a fitted effect of over 55% in size
#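 Parental HEK 293 cells stably expressing a cAMP-gated CNG channel were loaded with membrane potential dye containing 100 uM RO 20-1724 for 60 min. Compound added for 30 min; depolarization read as fluorescence intensity at 590 nm.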
# USP2a inh – USP2a (human) protease inhibition; USP2a enzymatic assay, qHTS inhibition; Potency, µM (titrated, usually from 38.3 µM), inactives show at the highest dose activity change, negative = inhibition, hits mostly inhibitors; 0.1% of 60,000 active; AID 927;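 also: potency is read from the fitted curve at half-maximal effect; nearly all actives have a fitted effect of over 60% in size; plate controls were DMSO for no effect and NEM full inhibition control for full effect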
#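 Coupled readout: USP2-cleaved Ub-PLA2 (20nM final) turns over NBD C6-HPC (20uM final), Ex 460nm/Em 535nm after 2.5 h, time-zero read flagging artifacts. Enzyme (20nM final, pH 8.0 Tris) given 30 min RT with compound first; NEM defines full inhibition.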
# Casp1 inh – allosteric or competitive inhibitors of human caspase-1 | P29466 | AID 900 | Caspase-1 enzyme, Ac-WEHD-AFC fluorogenic rate | Potency, µM (top dose mostly 57.5 µM), for the others: at the highest dose activity change, negative = inhibition, hits mostly inhibitors | 0.03% of 75,000 active;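 also: potency is read from the fitted curve at half-maximal effect; plate controls were vehicle for no effect and no substrate for full effect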
# BRCT PPI red – disrupts BRCA1 BRCT binding to phosphoprotein, red fluorophore readout; BRCT-phosphopeptide binding, red fluorescence polarization; P38398; Potency, µM (titrated, usually from 76.9 µM), inactives show top-dose activity change, negative = inhibition, hits mostly inhibitors; 0.03% of 75,000 active; AID 892; also: % is scaled to controls: 0 for no effect and ±100 for the full control effect
#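 Fluorescence polarization: 100 nM His-tagged BRCA1 BRCT with 100 nM TAMRA-labelled phospho-BACH1 decapeptide, phosphate buffer pH 7.3 with 150 mM NaCl, DTT, 0.01% Tween 20; 12 min RT. Binding inhibition seen as FP decrease.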
# The depositor's hits bear a star; i = inactive; ? = inconclusive; nt = not tested or not shown; [ ] = remark or other dose. Unless noted, calls follow the shape of the dose curve; as a rule, active = well fitted curve in the direction sought with a large enough effect; inconclusive = small, poorly fitted or top-dose-only effect, or another doubt; inactive = no such curve, though single readings can be large; an effect the other way counts as inactive or inconclusive. An excerpt; count on the stated rates, not on these rows.
mol	Tau filament bind	BRCT PPI green	Caspase-7 inhib	ALOX15 inhib	DNA Pol III inh	Rhodamine fluor	HADH2 inhib	HEK293 cAMP ctrl	USP2a inh	Casp1 inh	BRCT PPI red
Cc1ccc(Cn2nnc3c(=O)n(CC(=O)N4CCCc5ccccc54)cnc32)cc1	15.5%	-4.9%	-1.3%	0.3%	-1.1%	i	8.4%	?	35.1%[activator]	0.3%	-2.6%
CCOC(=O)N1CCN(S(=O)(=O)c2ccc(F)cc2)CC1	1.1%	-1.9%	1.7%	-0.6%	8.2%	i	-2.2%	4.9%	2.9%	0.1%	0.1%
CCOc1cc(C(=O)Nc2ccc(N3CCN(S(C)(=O)=O)CC3)cc2)cc(OCC)c1OCC	2.6%	-1.3%	1.1%	4.9%	-4.8%	i	2.2%	15.6%	3.6%	-0.8%	-0.1%
CCCCNc1nc(C)nc2c1nc(-c1ccccc1)n2CCN(C)C	9.1%	-0.6%	-0.2%	-29.5%	-6.2%	nt	?	25.1µM*	nt	-1.9%	-2.1%
COc1ccccc1CNc1ccnc(-c2cccnc2)n1	-4.8%	0.9%	-2.1%	?	-6.0%	i	?	?	139.8%[activator]	-2.0%	-1.1%
CCSc1nc2c(c(=O)[nH]c(=O)n2C)n1C/C=C(/C)Cl	0.0%	1.4%	-0.5%	-0.9%	-4.3%	i	-9.0%	15.5%	3.1%	0.4%	-0.4%
Cc1ccccc1-n1c(=O)cc(N2CCN(C(=O)c3ccco3)CC2)[nH]c1=O	97.2%	-3.5%	-3.9%	15.2%	-6.7%	nt	-7.8%	25.1%	nt	-3.8%	0.7%
Cc1cccc(C2N(c3nccs3)C(=O)C3CCCN32)c1 (stereo not drawn)	2.8%	1.0%	-2.2%	-1.7%	-2.4%	i	-11.2%	5.7%	8.5%	-2.4%	-1.8%
O=C(CCCCn1c(=S)[nH]c2ccsc2c1=O)NCc1ccco1	-6.9%	1.0%	-2.1%	-2.8%	-6.8%	i	?	5.0%	2.7%	-0.5%	-1.7%
CCOc1c(CNCCNC(=O)c2nonc2N)cccc1OC	1.3%	-1.1%	2.0%	10.4%	-1.0%	i	16.9%	14.5%	4.7%	-0.5%	1.5%
Cc1ccc(NC(=O)CCn2c(=O)oc3ccccc32)c(C)c1	10.1%	-0.9%	1.1%	0.4%	-5.4%	i	-1.1%	5.1%	8.2%	1.4%	-0.8%
O=C(CCCn1c(=O)c2sccc2n(CC(=O)NCc2ccco2)c1=O)NCc1ccco1	-7.8%	0.1%	-1.8%	-1.2%	-1.0%	i	5.0%	4.5%	-0.1%	-0.7%	0.6%
CCCN(CCC)C(=O)C1c2ccccc2Oc2ccccc21	4.9%	-3.3%	-0.4%	-2.9%	1.1%	nt	4.0%	12.6µM*	-1.7%	-3.3%	-2.8%
COc1cc2c(cc1NC(=O)c1cncc(Br)c1)oc1ccccc12	28.9%	0.2%	-23.0%	1.7%	1.6%	i	154.2%[activator]	13.0%	38.6%[activator]	?	0.2%
CCN(CC)CCCN1C(=O)C(O)=C(C(=O)c2cccs2)C1c1ccccn1 (stereo not drawn)	4.2%	-1.9%	-0.4%	6.5%	-4.6%	i	-2.4%	1.7%	-1.6%	-1.3%	-0.9%
COc1ccccc1N1CCN(C(=O)c2ccc(CS(=O)(=O)c3ccccc3OC)o2)CC1	-3.1%	0.9%	-0.9%	1.5%	2.3%	i	-2.7%	-37.0%[inhibitor]	22.3%	-0.8%	-2.2%
COc1ccc(NC(=O)Nc2nnc(N3CCCCC3C)s2)cc1OC (stereo not drawn)	13.3%	-2.4%	1.5%	-0.8%	5.3%	nt	0.4%	15.1%	nt	-5.0%	-2.4%
C=CCn1c(O)c(CN2CCN(Cc3ccccc3)CC2)c(C)c(C#N)c1=O	41.5%	-2.8%	-14.0%	-6.8%	-10.3%	i	-28.4%	3.3%	-4.7%	?	0.2%
O=C(NCCCn1ccnc1)c1noc2c1CCCC2	2.3%	-0.9%	0.2%	5.2%	-3.9%	i	-10.3%	-0.3%	3.0%	-2.1%	0.3%
CC(=O)N(CC(=O)O)c1ccccc1C(=O)O	-2.9%	-2.4%	-0.2%	3.3%	-0.5%	nt	0.5%	-2.8%	0.6%	0.3%	-0.4%
O=c1c(CCc2ccccc2)nc2cncnc2n1Cc1ccc(F)cc1	?	2.0%	-6.2%	-5.6%	-1.9%	i	1.5%	10.8%	93.3%[activator]	-3.6%	-2.8%
COc1ccc(N(CC(=O)Nc2ccc3c(c2)OCO3)S(=O)(=O)c2c(C)nn(C)c2C)cc1	10.5%	-0.5%	-1.9%	-2.6%	-9.5%	nt	1.3%	-5.6%	nt	-0.8%	0.3%
O=C(O)CNC(=O)c1ccccc1O	3.8%[11.4 µM]	0.9%[15.4 µM]	0.6%[11.5 µM]	-9.4%[11.4 µM]	-9.5%[11.4 µM]	i	-17.5%[11.4 µM]	11.3%[11.4 µM]	nt	0.6%[11.5 µM]	1.2%[15.4 µM]
CCN(CC)C(=O)CSc1ncnc2c1nnn2-c1ccc(OC)cc1	nt	-1.6%	-1.8%	-1.0%	nt	nt	3.9%	-8.0%	nt	-2.4%	-0.8%
N#CCCN(CC#Cc1ccccc1)OCc1ccccc1	nt	-1.6%[15.4 µM]	0.0%[11.5 µM]	9.2%[11.4 µM]	nt	nt	-1.3%[11.4 µM]	?	nt	-1.4%[11.5 µM]	-0.3%[15.4 µM]
CCOC(=O)c1c(C)[nH]c(C)c1C(=O)COC(=O)CNC(=O)c1ccc(OCC)cc1	-1.7%	-0.5%	-1.8%	-7.3%	-0.4%	i	-4.6%	-3.5%	7.0%	0.2%	-1.7%
CCOC(=O)N1CCC(NC(=O)CS(=O)(=O)Cc2nc(-c3ccccc3C)oc2C)CC1	-3.5%	1.4%	-1.9%	3.7%	-2.4%	nt	-1.4%	29.6%	nt	1.2%	0.3%
O=C1NC(c2ccco2)Nc2ccccc21 (stereo not drawn)	-19.5%	-2.0%	-1.7%	-16.0%	-8.1%	i	?	18.0%	4.8%	-3.0%	-0.6%
N#Cc1ccc(CSc2nnc(-c3ccccn3)n2-c2ccc(Cl)cc2)cc1	20.8%	-0.6%	-1.2%	2.0%	2.2%	i	10.9%	?	23.3%	-6.3%	-0.3%
O=C(NCC1CCCO1)c1cccc(N2CCCC2=O)c1 (stereo not drawn)	17.7%	-0.8%	1.3%	4.9%	-3.8%	i	0.6%	-1.4%	-1.7%	5.2%	-0.8%
CCn1ncc(Cl)c1C(=O)Nc1cc(Cl)ccc1Cl	-12.0%	0.9%	-0.4%	-2.8%	-1.0%	i	2.6%	?	-2.1%	-2.2%	1.2%
CCOC(=O)Cn1nnc(-c2ccc(OCC(C)C)cc2)n1	8.2%	-1.5%	-0.3%	-8.6%	-3.3%	i	4.5%	14.9%	4.6%	-0.4%	-1.9%
Cn1c(Cc2ccccc2)nnc1SCC(=O)Nc1ccc2c(c1)OCCO2	-6.2%	-2.6%	-0.6%	7.0%	-3.7%	i	0.1%	-10.4%	0.0%	2.4%	0.4%
CCOC(=O)Nc1cccc2ccccc12	4.1%	-1.9%	0.8%	5.3%	-4.3%	i	-8.6%	10.5%	-0.8%	2.9%	1.1%
CCOc1ccccc1N(CC(=O)NC1CCCCC1)C(=O)CCCC(=O)Nc1ccccn1	-2.0%	-1.9%	2.7%	4.8%	-3.8%	i	7.5%	25.1%	nt	-2.2%	0.4%
CCOc1ccc(NC(=O)C2C3C=CC4(CN(C(C(=O)OC)C(C)C)C(=O)C24)O3)cc1 (stereo not drawn)	-15.6%	4.2%	-2.6%	4.4%	-10.7%	nt	4.1%	2.5%	nt	-3.3%	-0.1%
O=C(CCN1Cc2ccccc2C1)c1ccc2c(c1)OCCO2	-10.9%	2.1%	-0.8%	-4.4%	-12.0%	i	?	10.3%	?	-0.2%	1.3%
